Screening data from PubChem.
MT stabilize HCS: microtubule stabilizers in HeLa cells, primary screen, imaging, high-content imaging; HeLa tubulin immunostaining HCS, 24 h; share of cells brighter than vehicle mean+2SD; % tubulin-high responders, % at 10 µM; hit rate 0.83% among 200,000; AID 2205, 2009;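 active means plate Z-score above 3 for both tubulin-high and condensed-nucleus cell shares, with cell loss under 80%, at 10 µM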;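 further: anti alpha tubulin signal scored within the nucleus-defined area of each cell; some results filed as inactive read as strong as hits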
Ins promoter up: insulin promoter activators in MIN6 cells, imaging, high-content screening, mouse beta cells; MIN6 insulin promoter-GFP reporter; stronger effect = higher value; z-score at 5 µM; hit rate 0.3% among 190,000; AID 1625, 2009;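 active means z-score above 3 at 5 µM with at least 500 cells counted in the well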
CSM14.1 death rescue: rescue of cells from ER stress-induced death, primary screen, 384-well, CSM14.1, thapsigargin, ATP luminescence (AID 1222); CSM14.1 thapsigargin-induced death rescue, ATP luminescence; higher % means a stronger effect; one-dose cellular ATP content (survival), % at 20 µM; EC50 in µM for titrated hits; 190,000 tested, under 10 active;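 active means EC50 below 50 µM in the dose-response confirmation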;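 further: death triggered by thapsigargin at about 15 µM added after 2 h compound pretreatment; cell ATP read after overnight thapsigargin exposure of roughly 18 to 22 hours; normalized against plate controls of thapsigargin alone and 5% DMSO vehicle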
P. falciparum M17LAP: P. falciparum M17LAP inhibitors, primary screen, biochemical, fluorogenic H-Leu-NHMec substrate, 1536-well (AID 1619); one-dose inhibition, % at 30 µM; IC50 in µM for titrated hits; hit rate 0.38% among 220,000; recombinant M17LAP, H-Leu-NHMec fluorogenic kinetic assay; higher % means a stronger effect; Leucine aminopeptidase (Plasmodium falciparum (isolate 3D7));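 active means compound inhibiting the enzyme by more than half at any dose during confirmatory dose-response retesting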;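 further: plate controls were full reaction with DMSO carrier for no effect and no enzyme background for full effect; strong numbers were not always called active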
Yfh1-depleted yeast: enhancers of respiration in Yfh1-depleted yeast, dose response, Friedreich's ataxia, plus single-dose screen (AID 1465) | S. cerevisiae Yfh1-off respiration, WST-1 reduction, 72 h; higher fold induction means a stronger effect | one-dose fold induction at 50 µM; EC50 in µM for titrated hits | hit rate 0.074% among 220,000;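 active means fold induction of absorbance versus untreated yeast above a set limit, then at least 30% activation at any dose in follow-up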;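 further: activators that raise dye reduction in frataxin-depleted yeast; strong numbers were not always called active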
Dynein transport: inhibitors of GR-EGFP nuclear translocation, primary screen, dynein cargo transport inhibitor project, imaging, high-content, 3617.4 mouse cells; test concentration mostly 20 µM; stimulated with dexamethasone, 1 µM; stronger effect = lower value; z-score, hits read low; hit rate 0.47% among 220,000; AID 1381, 2008;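 active means plate z-score of nuclear minus cytoplasmic receptor signal below a set negative limit, without overly bright fluorescence or cell loss, cut at about -3.5 in these data, passing the limit was not always enough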;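 further: z-score of nuclear minus cytoplasmic ring GR-EGFP intensity difference per well; some compounds called inactive have numbers as strong as hits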
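Buffer or medium: tetracycline-free induction medium containing charcoal-stripped FBS / Reagent: dexamethasone agonist, 1.0 µM final, for 30 min / Technique: automated 10x imaging of fixed Hoechst-stained cells / Times: induction 48 h, compound 1 h, agonist 30 min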
Autophagy HCS: autophagy modulators in MEF cells, primary screen, imaging, high-content, MEF GFP-LC3; calls only at 10 µM (by protocol); AID 463193, 2010; MEF GFP-LC3 puncta imaging; test concentration mostly 10 µM; hit rate 0.98% among 190,000;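 active means percentage of spot-positive cells more than 3 SD above its plate mean, without a fluorescence outlier flag or 80% toxicity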;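 further: spot-positive cell cutoff set from DMSO-treated cells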
Hep lipid drop: inhibitors of hepatocyte lipid droplet formation, primary screen, imaging, high-throughput imaging, BODIPY stain; AML12 mouse hepatocytes, oleate lipid droplets; inhibition, % at 6.5 µM; hit rate 0.4% among 240,000;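 active means lipid droplet intensity inhibited by at least 50%, with more than 500 cells counted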
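Test system: AML12 mouse liver cells; schedule: overnight exposure; technique: high-content imaging of BODIPY-stained droplets and DAPI nuclei; read-out: % inhibition of corrected integrated BODIPY droplet signal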
M1AAP inhibition: P. falciparum M1AAP inhibitors, biochemical, fluorogenic H-Leu-NHMec substrate, 1536-well (AID 1445). Aminopeptidase N (Plasmodium falciparum (isolate 3D7)). recombinant M1AAP, H-Leu-NHMec fluorogenic kinetic assay; higher % means a stronger effect. inhibition, % at 30 µM; hits with a dose series show IC50 in µM. hit rate 0.42% among 220,000;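 active means primary inhibition above the hit cutoff, then over 50% inhibition at one or more dose response concentrations, cut at about 23% in these data, passing the limit was not always enough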;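 further: plate controls were DMSO full reaction for no effect and no enzyme background for full effect; strong numbers were not always called active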
Dynein transport cytoplasmic EGFP: further read-out of Dynein transport, marked with its call; z-score; measured here: cytoplasmic GR-EGFP intensity; stronger effect = higher value
Dynein transport nuclear GR-EGFP: further read-out of Dynein transport, marked with its call; z-score; measured here: nuclear GR-EGFP intensity;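 lower value marks the stronger effect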
Dynein transport cell count: second read-out of Dynein transport, no call of its own (marks repeat the call); z-score; measured here: cell count per field
Ins promoter up cell count: further read-out of Ins promoter up, marked with its call; cell count; measured here: cytotoxicity, nuclei count;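 total cells summed across four imaged fields per well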
Hep lipid drop cells 6.5 µM: also measured in Hep lipid drop; calls as there; cell count; measured here: cell count, cytotoxicity flag;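 cells counted across two imaged fields per well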
MT stabilize HCS Hoechst-high %: second read-out of MT stabilize HCS, no call of its own (marks repeat the call); % Hoechst-high responders; measured here: nuclear condensation Hoechst responders;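 share of cells brighter than vehicle mean plus two SD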
MT stabilize HCS cytotoxicity %: also measured in MT stabilize HCS; calls as there; toxicity, %; measured here: cytotoxicity by cell density;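 0% = mean cell density of plate MIN control wells and 100% = no cells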
Autophagy HCS cell loss 18 h: recorded beside Autophagy HCS, whose call it bears; toxicity, %; measured here: cell loss, nuclei count;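 cell loss after 18 h compound exposure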
* marks the source's active call; other numbers are inactive results; i = inactive; nt = not tested or not shown.

Results follow in this order: MT stabilize HCS	MT stabilize HCS Hoechst-high %	MT stabilize HCS cytotoxicity %	Ins promoter up	Ins promoter up cell count	CSM14.1 death rescue	P. falciparum M17LAP	Yfh1-depleted yeast	Dynein transport	Dynein transport cytoplasmic EGFP	Dynein transport nuclear GR-EGFP	Dynein transport cell count	Autophagy HCS	Autophagy HCS cell loss 18 h	Hep lipid drop	Hep lipid drop cells 6.5 µM	M1AAP inhibition
1. O=C(N=NC(=O)c1ccco1)c1ccc2c(O)n(N3C(=O)c4ccccc4C3=O)c(O)c2c1
    4.6	3.2	9.2	0.7	1336	-2.7%	-11.8%	i	-0.558	-0.306	0.607	0.284	i	-1.3	-5.3	771	1.9%
2. COc1ccc(-c2nc(-c3ccc(NC(=O)c4ccc(Br)o4)cc3)no2)cc1OC
    2.6	2.6	11.6	-1.25	1121	0.3%	3.6%	i	-0.0726	-0.233	0.305	0.547	i	10.0	nt	nt	4.5%
3. CCCn1c(NC(=O)c2ccco2)nc2ccccc21
    5.1	2.4	6.6	0.74	1374	-2.2%	20.9%	i	-0.834	-0.198	-0.314	0.535	i	6.1	-42.1	699	-4.4%
4. Cc1nc(SCC(=O)NCc2ccco2)nc(C)c1C
    2.5	2.6	10.8	nt	nt	2.6%	6.0%	i	-0.237	-0.0513	0.288	0.418	i	13.5	nt	nt	3.0%
5. CCCC1=C(C(=O)OCC)C(c2ccc(OC)c(C)c2OC)C(C#N)=C(N)O1 (centres undefined)
    3.8	2.1	0.6	-0.4	1222	-1.8%	12.7%	i	0.472	0.376	1.62	-2.05	i	14.9	-14.8	741	2.2%
6. CC(=O)Nc1nc2c(s1)C(=O)NCC(C)(C)C2
    nt	nt	nt	-0.45	1359	nt	-0.6%	i	-1.52	-0.199	-0.743	0.82	nt	nt	2.7	749	1.7%
7. Cc1ccc(C)c(N2CCN(c3nnnn3-c3ccccc3)CC2)c1
    1.9	0.9	8.1	-0.27	976	-0.6%	0.6%	i	1.74	-0.251	1.25	-0.815	i	-7.8	3.2	779	-12.3%
8. CC(C)C(=O)Nc1ccc(C(=O)NNC(=O)CCCOc2ccc(Cl)cc2Cl)cc1
    2.2	2.2	6.9	0.5	1481	-1.4%	0.9%	i	-0.122	0.451	0.78	-0.0485	i	15.3	nt	nt	-0.5%
9. Cc1ccc(C(NC(=O)N2CCCC2)C(Cl)(Cl)Cl)cc1F (centres undefined)
    1.7	2.7	9.1	-0.19	1050	-1.0%	-8.3%	i	1.52	0.241	0.417	0.0689	i	-2.5	-6.6	669	1.5%
10. CCCCP(=O)(CCCC)c1ccccc1C(=O)O
    4.6	2.3	5.2	nt	nt	-0.7%	-1.7%	i	-0.114	-0.212	0.713	-0.0359	i	10.8	nt	nt	0.1%
11. O=C(COC(=O)CC(NC(=O)c1ccccc1Cl)c1ccccc1)Nc1cccc(F)c1 (centres undefined)
    6.6	2.8	9.3	-0.1	1518	-1.2%	3.7%	i	0.461	-0.242	0.338	-0.631	i	9.1	36.2	711	15.3%
12. N#CCCN(C(=O)COC(=O)c1ccc2c(=O)n3c(nc2c1)CCC3)c1ccccc1
    1.9	2.9	10.0	1.65	1072	-0.2%	4.8%	i	1.34	-0.138	0.409	-2.08	i	-8.1	3.6	697	6.4%
13. S=C(NCCCN1CCOCC1)Nc1cccc(-c2nnc3n2CCCCC3)c1
    1.5	1.7	6.6	nt	nt	0.6%	-8.3%	i	-0.188	-0.292	-0.0574	0.631	i	22.2	-12.5	737	-1.9%
14. CCN(CC)C(=O)CN(C#N)c1nc(OC)nc(N(C)C)n1
    2.1	2.6	11.3	nt	nt	-1.1%	-0.2%	i	-0.932	-0.243	-0.0487	3.82	i	-5.2	nt	nt	1.4%
15. COC(=O)c1ccc2ccn(CC(=O)NC3CCCCC3)c2c1
    2.7	2.4	2.9	1.28	1483	0.5%	3.9%	i	-0.751	-0.23	-1.04	1.43	i	-2.9	nt	nt	-1.8%
16. Cc1cccc(C)c1NC(=O)CSCCO
    1.7	1.4	8.7	nt	nt	0.0%	0.8%	i	0.808	-0.184	0.44	-0.807	i	4.5	nt	nt	1.3%
17. COc1ccc(C2Nc3ccccc3C(=O)N2Cc2ccco2)cc1COc1ccc(F)cc1 (centres undefined)
    2.2	1.3	6.0	-1.62	548	0.0%	5.5%	i	-0.585	-0.141	0.0449	-0.996	i	-1.9	9.8	729	1.4%
18. Cc1cnc(C)c(N2CCN(Cc3cn(C)nc3-c3cccc(Cl)c3)CC2)n1
    1.8	3.0	8.4	nt	nt	2.5%	15.6%	i	-1.02	-0.0295	-0.542	-0.49	i	-7.8	9.2	731	8.7%
19. O=C(c1cccc(Cl)c1)N1CCN(C(=O)c2ccccc2F)CC1
    2.4	1.7	3.9	-0.19	1281	-2.6%	12.9%	i	-0.824	-0.251	-0.431	1.66	i	-3.8	-2.1	740	-3.9%
20. COCCN1Cc2cccc(C(=O)Nc3ccc(S(=O)(=O)N4CCCCCC4)cc3)c2C1=O
    nt	nt	nt	0.35	1118	nt	4.8%	i	0.367	-0.223	0.196	0.156	nt	nt	22.4	629	-2.2%
21. COc1c(C)cc(C(=O)C2CCCN(C(=O)/C=C/c3ccccn3)C2)cc1C (centres undefined)
    1.6	1.4	2.1	-1.07	1440	1.4%	-5.2%	i	-0.567	-0.309	-0.475	1.6	i	34.5	-9.5	639	-1.8%
22. O=C(Cn1cnc2cc([N+](=O)[O-])ccc2c1=O)Nc1ccccc1Cl
    nt	nt	nt	0.56	1400	nt	11.0%	i	0.095	-0.0995	-0.0415	0.0482	nt	nt	7.2	682	-1.6%
23. COc1cc(OC)cc(C(=O)N2CCC(N3CCCCCC3)CC2)c1
    4.3	2.7	6.4	nt	nt	2.3%	-6.0%	i	1.78	-0.178	1.06	-1.37	i	-8.1	5.1	720	4.8%
24. N=c1n(Cc2ccccc2)c2ccccc2n1Cc1ccccc1
    2.7	3.6	13.9	-1.59	1089	0.6%	-2.5%	i	1.02	1.16	0.914	-1.32	i	-9.0	-42.2	701	-2.1%
25. O=C(CCN1CCN(CC(=O)Nc2ccccc2Cl)CC1)Nc1ccccc1F
    2.9	3.4	8.4	0.09	1491	0.6%	9.6%	i	0.359	-0.305	0.326	-0.719	i	24.9	nt	nt	8.6%
26. COc1ccc2oc(=O)c(C(=O)NCC3CCCO3)cc2c1 (centres undefined)
    5.7	2.0	9.2	0.63	1078	-0.6%	-110.9%	i	-0.475	-0.173	0.183	-0.175	i	-17.2	nt	nt	7.5%
27. NC(=O)CSc1nc2c(c(=O)n1-c1ccccc1)C1(CCCCC1)Cc1ccccc1-2
    3.4	1.1	1.5	-0.28	1437	0.0%	-0.8%	i	0.462	-0.249	-0.0211	-0.266	i	4.3	1.6	648	0.3%
28. CC(C)(C)c1ccc(C(=O)NC(=S)NCc2cccnc2)cc1
    2.1	3.1	8.2	0.21	1125	-5.2%	2.1%	i	3.45	-0.312	1.05	-0.71	i	-5.1	-9.5	710	11.4%
29. CC(C)NC(=O)c1ccccc1NC(=O)c1ccccc1N(C)S(C)(=O)=O
    3.4	2.5	7.5	-0.44	1015	0.6%	0.1%	i	-0.629	-0.208	-0.328	-0.557	i	-9.4	5.6	775	6.2%
30. O=C(COC(=O)c1ccc(O)cc1)Nc1ccccc1[N+](=O)[O-]
    1.7	2.3	5.0	-0.46	1448	3.7%	9.3%	i	0.299	-0.132	0.434	-0.77	i	-4.3	17.6	668	-3.4%
31. Fc1ccc(N2CCN(c3nnnn3-c3ccccc3)CC2)cc1
    3.9	1.9	5.4	-0.3	1100	-0.1%	12.8%	i	-0.118	-0.209	-0.4	0.477	i	17.9	1.4	713	-2.1%
32. O=C(O)c1cccc(N2CCCCS2(=O)=O)c1
    2.6	2.8	7.8	0.09	1165	-1.5%	-0.1%	i	0.322	-0.18	0.332	-0.415	i	-12.1	-3.8	750	-1.2%
